Kir21 inh = inhibitors of mouse Kir2.1 inward-rectifier potassium channel; AID 1672; P35561; HEK293-Kir2.1, FluxOR thallium flux fluorescence; stronger effect = lower value; B-score at 10 µM; actives 0.85% (n = 310,000);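 active means fluorescence ratio B-score at or below minus 3 SD of library scores, with starting-brightness B-score within 2 SD, cut at about -4.2 in these data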;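 further: channel flux triggered by added potassium and thallium sulfate stimulus; B-score of peak minus minimum fluorescence over baseline after thallium stimulus; more negative B-score means stronger Kir2.1 block with less thallium influx; some compounds called inactive have numbers as strong as hits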
Target sequence (P35561 whole entry, looked up): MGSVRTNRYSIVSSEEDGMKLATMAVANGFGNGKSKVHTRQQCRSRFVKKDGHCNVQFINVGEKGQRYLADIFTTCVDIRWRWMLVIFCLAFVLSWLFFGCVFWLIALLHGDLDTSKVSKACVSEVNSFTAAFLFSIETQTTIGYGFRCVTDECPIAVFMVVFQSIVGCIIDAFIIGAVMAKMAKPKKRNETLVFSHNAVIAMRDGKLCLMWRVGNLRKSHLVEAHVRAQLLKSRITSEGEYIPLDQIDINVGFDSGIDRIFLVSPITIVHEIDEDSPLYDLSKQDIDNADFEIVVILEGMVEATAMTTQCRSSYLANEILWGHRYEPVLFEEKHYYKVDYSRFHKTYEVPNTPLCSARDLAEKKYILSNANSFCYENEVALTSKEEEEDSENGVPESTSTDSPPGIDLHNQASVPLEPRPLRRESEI
KCNQ2 inh = KCNQ2 channel blockers in CHO-K1 cells – cell-based, FluxOR thallium flux, B-score, primary screen (AID 2156); O88943; 20 min; stronger effect = lower value; B-score at 10 µM; actives 1.1% (n = 310,000);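 active means fluorescence ratio B-score at most minus 3 library SDs, with starting brightness B-score within 2 library SDs, cut at about -5.5 in these data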
CHT block = human CHT choline transport inhibition. CHT-expressing cells, membrane potential dye, choline response; stronger effect = lower value. B-score at 10 µM. actives 0.86% (n = 310,000). AID 488975;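 active means B-score over 3 SD under the library average, and starting fluorescence ratio not unusually high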;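 further: choline stimulus applied at its EC90 after an EC20 pre-addition; B-score computed on integrated fluorescence ratio after choline addition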
Target sequence (Q9GZV3 whole entry, looked up): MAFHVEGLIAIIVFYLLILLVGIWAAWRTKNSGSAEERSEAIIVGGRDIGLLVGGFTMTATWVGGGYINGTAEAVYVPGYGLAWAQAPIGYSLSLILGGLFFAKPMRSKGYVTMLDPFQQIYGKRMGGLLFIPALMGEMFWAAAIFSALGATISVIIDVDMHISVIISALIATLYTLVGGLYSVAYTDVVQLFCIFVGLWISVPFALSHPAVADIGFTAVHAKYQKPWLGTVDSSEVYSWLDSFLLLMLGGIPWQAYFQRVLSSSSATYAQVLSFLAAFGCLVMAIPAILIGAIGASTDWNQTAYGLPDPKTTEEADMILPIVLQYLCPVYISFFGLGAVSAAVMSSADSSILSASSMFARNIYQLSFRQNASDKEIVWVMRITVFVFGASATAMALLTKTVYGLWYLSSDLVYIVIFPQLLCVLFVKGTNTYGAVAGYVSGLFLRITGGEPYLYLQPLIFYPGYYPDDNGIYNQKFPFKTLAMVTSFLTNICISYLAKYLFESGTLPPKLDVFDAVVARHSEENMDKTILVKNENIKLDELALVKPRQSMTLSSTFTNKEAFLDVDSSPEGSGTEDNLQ
Numbers without * were called inactive; i = inactive; x = not tested or not shown.

Each structure is followed by: Kir21 inh	KCNQ2 inh	CHT block
[1] CC[C@H](C)[C@H](NC(=O)OCc1ccccc1)C(=O)Nc1ccc(NC(C)=O)cc1
  0.52	i	i
[2] COc1ccc(O)c(C(=O)CC(=O)c2ccccc2C)c1
  -1	i	i
[3] OC1(c2ccc(Cl)c(Cl)c2)C[n+]2ccccc2N1Cc1ccccc1 (stereo unspecified)
  -1.2	i	i
[4] Cc1nc2ccccc2c(=O)n1/N=C/c1c(O)ccc2oc3c(c12)CCCC3
  -0.02	i	i
[5] CCCCS(=O)(=O)/C=C\C1C2C=CC(C2)C1S(=O)(=O)CCCC (stereo unspecified)
  0.79	i	i
[6] CCN(CCNC(=O)C1CCN(Cc2nc(-c3ccc(Cl)cc3)oc2C)CC1)c1ccccc1
  -1.7	-6.9*	i
[7] Clc1ccc(-c2n[nH]c3c2Cc2ccccc2-3)cc1Cl
  1	i	i
[8] Cc1nc(-c2ccc(S(=O)(=O)Nc3ccc(Br)cc3F)cc2)co1
  1.6	i	i
[9] CCC(C(=O)OCC(=O)Nc1cc(Cl)cc(Cl)c1)c1ccccc1 (stereo unspecified)
  0.03	i	i
[10] C=CCN(c1ccccc1)S(=O)(=O)c1cc(C(=O)NC2=NCCS2)ccc1Cl
  -0.11	i	i
[11] O=C(O)c1cccc(Cn2c(Cl)c(/C=N/NC(=O)c3cc4ccccc4cc3O)sc2=O)c1
  1.2	i	i
[12] CCOc1ccc(C(=O)NCc2ccccc2)cc1Br
  -1.2	i	i
[13] Cc1ccc2sc(N3CCN(CCNC(=O)c4ccco4)CC3)nc2c1C
  0.22	i	i
[14] CC1(c2ccc3ccccc3c2)NC(=O)N(CC(=O)NCc2cccs2)C1=O (stereo unspecified)
  -0.77	i	i
[15] O=C(NCC1CCCO1)C(=O)c1c[nH]c2ccccc12 (stereo unspecified)
  -0.02	i	i
[16] S=C(Nc1ccc(Cl)cc1)c1sc(N2CCCCC2)nc1N1CCOCC1
  -0.84	i	i
[17] O=C(O)Cn1cnc2sc3c(c2c1=O)CCCC3
  0.2	i	i
[18] CCOC(=O)c1ccccc1NC(=O)COC(=O)c1c(CC)noc1C
  -4.5	i	i
[19] CSC(=S)N/N=C/c1ccc(N(C)C)cc1
  1.1	i	i
[20] Cn1nc([N+](=O)[O-])nc1N1CCOCC1
  -0.08	i	i
[21] COC(=O)c1cc(NC(=O)CN(c2ccccc2OC)S(=O)(=O)c2ccccc2)ccc1Cl
  -1.7	i	i
[22] COc1cccc(NC(=O)c2ccc[n+](C)c2)c1
  -1.1	i	i
[23] CCOCCn1c(=NC(=O)c2cc3ccccc3oc2=O)sc2cc(S(N)(=O)=O)ccc21
  1.4	i	i
[24] COCCNC(=S)Nc1ccc2nc(N3CCN(C)CC3)cc(C)c2c1
  -0.33	i	i
[25] Cc1ccc(-n2ncc3c(SCc4cccnc4)ncnc32)c(C)c1
  -0.09	i	x
[26] CCn1c(CNC(=O)c2ccc3c(c2)OCO3)nnc1SCC(=O)Nc1cc(C)ccc1OC
  -0.44	i	i
[27] C=CCNC(=S)NNC(=O)c1ccc(OCCCC)cc1
  2.7	i	i
[28] O=C(CNC(=S)N(CCCN1CCOCC1)Cc1cccs1)NCc1ccccc1Cl
  0.01	i	i
[29] Cc1nccn1CC(O)COc1ccc([N+](=O)[O-])cc1 (stereo unspecified)
  -0.74	i	i
[30] O=C(O)c1ccc(NC(=O)c2cc3ccccc3o2)cc1
  0.08	i	i
[31] Cc1cc(C)c2[nH]c(O)c(N=NC(=S)NCC3CCCO3)c2c1 (stereo unspecified)
  -1.2	i	i
[32] CCOC(=O)CNc1nc(Cl)nc(Nc2ccccc2)n1
  -2.3	i	i
[33] CCN1CCN(c2ccc(S(=O)(=O)N3CCOCC3)cc2NC(=O)CCOc2ccccc2)CC1
  -1.9	i	i
[34] Fc1ccc(-n2c(-c3ccc4ccccc4n3)n[nH]c2=S)cc1
  0.1	i	i
[35] CCOC(=O)N1CCC(NC(=O)c2cc(-c3ccc(OC)cc3)nc3ccccc23)CC1
  -0.31	i	i
[36] Cc1cc(C)c2cccc(NC(=S)NC(=O)c3ccccc3)c2n1
  0.41	i	i
[37] Cc1cc(NC(=O)COc2cccc3cccnc23)no1
  -0.06	i	x
[38] O=S(=O)(c1ccc2c(c1)CCCN2)N1CCCC2CCCCC21 (stereo unspecified)
  0.94	i	i
[39] CCC(CC)NC(=O)c1nn(Cc2ccccc2)c(=O)c2ccccc12
  -0.71	i	i
[40] CCC(c1nc2ccccc2c(=O)n1-c1cccnc1)N1C(=O)c2ccccc2C1=O (stereo unspecified)
  -1	i	i
[41] COC(=O)c1c(NC(=O)COC(=O)c2ccc(C)s2)sc2c1CCCCC2
  -0.59	i	i
[42] Cn1ccc(-c2ccccc2)n1
  1.5	i	i
[43] O=C(COc1ccccc1)NCCSCc1ccco1
  -1	i	i
[44] CCc1cccc2cc3c(N)c(C(=O)Nc4ccc(S(=O)(=O)N5CCCC5)cc4)sc3nc12
  0.11	i	i
[45] Cc1ccc(NC(=O)C2CCN(C(=O)[C@@H]3Cc4ccccc4CN3)CC2)cc1
  -0.43	i	i
[46] Cc1ccc(NC(=O)CSc2n[nH]c(-c3cccnc3)n2)cc1Cl
  2	i	i
[47] CCN(CC(=O)Nc1ccc(NC(C)=O)cc1)C(=O)CSc1nnc(-c2ccco2)n1CC
  -0.26	i	i
[48] CC1CCCCC1NC(=O)CN1CCC(O)(c2ccc3c(c2)OCO3)CC1 (stereo unspecified)
  0.62	i	i
[49] COc1ccccc1NC(=O)c1ccc2c(c1)N(CC(=O)NC(C)(C)C)C(=O)C(C)(C)O2
  -0.04	i	i
[50] Cc1nc2c3ccccc3[nH]c(=O)n2n1
  0.48	i	i
[51] Cc1cc(Cl)ccc1OCCCC(=O)N1CCN(S(=O)(=O)c2ccccc2)CC1
  -1.7	i	i
[52] Cc1cc(SCC(=O)c2ccccc2)nc(=O)[nH]1
  -0.36	i	i
[53] Cc1ccc2cc(C#N)c(N3CCCN(S(=O)(=O)c4ccc(F)cc4)CC3)nc2c1
  -0.37	i	i
[54] CCC(C)c1ccccc1NC(=O)COC(=O)C1=COCCO1 (stereo unspecified)
  -0.05	i	i
[55] CCc1cc2c(-c3ccccc3)cc(=O)oc2cc1OC(=O)c1cccs1
  1.1	i	i
[56] CC1(C)OC(C)(C)/C(=C\c2ccccc2[N+](=O)[O-])C1=O
  0.12	i	i
[57] COc1ccccc1CN1CC(C(=O)NCCc2ccc(C)o2)CCC1=O (stereo unspecified)
  -0.43	i	i
[58] CCOC(=O)CCCSc1nc2sc(C)c(C)c2c(=O)[nH]1
  -1.1	i	i
[59] COc1cccc2sc3ccc(NCc4ccc5c(c4)OCO5)cc3c(=O)c12
  1.2	i	i
[60] CCc1nnc(NC(=O)CN2CCN(Cc3cccc(OC)c3)CC2)s1
  -0.11	i	i

5 entries already listed, arranged by molar mass, descending:
Each structure is followed by: Kir21 inh	KCNQ2 inh	CHT block
[40] CCC(c1nc2ccccc2c(=O)n1-c1cccnc1)N1C(=O)c2ccccc2C1=O (stereo unspecified)
  -1	i	i
[60] CCc1nnc(NC(=O)CN2CCN(Cc3cccc(OC)c3)CC2)s1
  -0.11	i	i
[56] CC1(C)OC(C)(C)/C(=C\c2ccccc2[N+](=O)[O-])C1=O
  0.12	i	i
[52] Cc1cc(SCC(=O)c2ccccc2)nc(=O)[nH]1
  -0.36	i	i
[50] Cc1nc2c3ccccc3[nH]c(=O)n2n1
  0.48	i	i

Next part:
Each structure is followed by: Kir21 inh	KCNQ2 inh	CHT block
[61] O=[N+]([O-])c1ccc(Sc2cccc3cccnc23)c([N+](=O)[O-])c1
  0.62	i	i
[62] COc1ccc(S(=O)(=O)N2CCCC2C(=O)n2nc(C)cc2C)cc1 (stereo unspecified)
  -0.05	i	i
[63] O=C(C[n+]1ccc(-c2ccccc2)cc1)Nc1ccc([N+](=O)[O-])cc1
  0.5	i	i
[64] CCOC(=O)c1nc2ccccc2c(C)c1C
  -0.43	i	i
[65] O=C(NCCc1ccccn1)c1cc(C(=O)C2CCCCC2)c[nH]1
  0.23	i	i
[66] COc1ccc(NS(=O)(=O)c2cc(NC(=O)c3ccccc3F)ccc2N2CCCC2)cc1
  0.03	i	i
[67] COc1ccc(NC(=O)COc2cccc3c2CCN(C)C3=O)c(OC)c1
  0.23	i	i
[68] CC1(C(=O)NC2CCCCC2)CCC(=O)N1Cc1ccc2c(c1)OCO2 (stereo unspecified)
  0.59	i	i
[69] CC(NS(=O)(=O)c1ccccc1)C(=O)NCc1ccco1 (stereo unspecified)
  0.94	i	i
[70] CCOC(=O)CCc1c(C)nc2c(c(C)nn2-c2ccc(C)cc2)c1C
  1.1	i	i
[71] N#C/C(=C\c1cn(Cc2ccc(F)cc2)c2ccccc12)C(=O)NCc1ccco1
  1.6	i	i
[72] CCC1(CC)NC(=O)N(CC(=O)N2N=C(c3ccc(Cl)cc3)CC2c2ccco2)C1=O (stereo unspecified)
  -0.1	i	i
[73] O=S(=O)(c1cccc2nonc12)N1CCN(c2ccccc2F)CC1
  2.2	i	i
[74] Fc1cccc(-c2csc(-c3ccno3)n2)c1
  -1.6	i	i
[75] O=C1c2ccccc2C(=O)N1C(CO)C(O)c1ccc([N+](=O)[O-])cc1 (stereo unspecified)
  1.7	i	i
[76] Cc1ccc(N2CC(C(=O)N3CCN(c4ccccc4)CC3)CC2=O)cc1 (stereo unspecified)
  1.5	i	i
[77] COc1cc2c(cc1NC(=O)c1ccc3c(c1)OCO3)oc1ccccc12
  -0.84	i	i
[78] Cc1ccc(Cl)c(OCC(=O)Nc2ccc(S(=O)(=O)NC3=NCCCCC3)cc2)c1
  0.74	i	i
[79] CC(C)CCN(C(=O)Cc1ccc(Cl)c(Cl)c1)c1c(N)n(Cc2ccccc2)c(=O)[nH]c1=O
  -0.16	i	i
[80] Cc1cccc(-c2nnc(SCC(=O)c3ccc(O)cc3O)n2C)c1
  0.13	i	i
[81] O=C(Nc1cccc(-c2cn3c(n2)SCC3)c1)c1ccc(Br)o1
  2.3	i	i
[82] CC(NC(=O)c1cccc(N(C)C)c1)c1ccc(-n2ccnc2)cc1 (stereo unspecified)
  0.48	i	i
[83] O=[N+]([O-])c1ccc(S(=O)(=O)N/N=C/c2ccsc2)cc1
  0.65	i	i
[84] O=C(NCCc1ccncc1)Nc1ccc(Cl)c(Cl)c1
  -2.7	i	i
[85] O=C(N/N=C/C(Br)=C/c1ccccc1)c1ccncc1
  0.31	i	i
[86] COc1cc(NC(=O)COc2ccccc2[N+](=O)[O-])ccc1NC(=O)c1cccs1
  0	i	x
[87] O=C(CSc1nnc(C2CCCCC2)n1-c1ccccc1)NCc1ccco1
  -0.41	-5.6*	i
[88] CC(=O)Nc1ccc(C2=NNC(=Nc3ccc(S(=O)(=O)N4CCOCC4)cc3)SC2)cc1
  -1.4	i	i
[89] C/C(=N\NC(=O)c1nnn(-c2nonc2N)c1-c1ccc2c(c1)OCO2)c1cccs1
  2.2	i	i
[90] COc1ccc(CN2CCCCCC2)cc1Br
  -0.35	i	i

From compound 63 as far as 64, copied from above:
Each structure is followed by: Kir21 inh	KCNQ2 inh	CHT block
[63] O=C(C[n+]1ccc(-c2ccccc2)cc1)Nc1ccc([N+](=O)[O-])cc1
  0.5	i	i
[64] CCOC(=O)c1nc2ccccc2c(C)c1C
  -0.43	i	i

(cont.)
Each structure is followed by: Kir21 inh	KCNQ2 inh	CHT block
[91] CCN(CC)S(=O)(=O)c1ccc(N2CCCC2)c(NC(=O)Cc2ccc(OC)cc2)c1
  0.29	i	i
[92] CCN(Cc1ccncc1)S(=O)(=O)c1ccc(C(C)=O)cc1
  0.31	i	i
[93] CCc1nnc(NS(=O)(=O)c2ccc(NC(=O)c3ccc(C#N)cc3)cc2)s1
  0.44	i	i
[94] COc1ccc2cc(S(=O)(=O)NC3CC(C)(C)NC(C)(C)C3)ccc2c1
  -0.46	i	i
[95] N#C/C(C(=O)c1ccccc1)=C1/CCCN1
  0.74	i	i
[96] Cc1ccc(C(=O)NNC(=O)C2CCN(c3nc(C)cc(C)n3)CC2)cc1
  0.36	i	i
[97] CCCc1nc2oc3c(NCCN(C)C)ncnc3c2c2c1CCCC2
  -0.53	i	i
[98] Cn1c(COc2ccccc2)nnc1SCC(=O)NCc1ccccc1
  0.47	i	i
[99] Cc1nc2ccccc2c(=O)n1/N=C/c1c(O)ccc2ccccc12
  0.83	i	i
[100] O=[N+]([O-])c1cnccc1NC1CCCCC1
  0.81	i	i
[101] COc1ccc(NC(=O)C2CCN(S(=O)(=O)c3c(C)noc3C)CC2)cc1OC
  -0.91	i	i
[102] CCOC(=O)C1CCCCN1Cc1cccc(Oc2ccccc2)c1 (stereo unspecified)
  -1.2	i	i
[103] CCOC(=O)C1(S(=O)(=O)c2ccccc2)CCN(Cc2ccc(Cl)cc2)CC1
  0.55	i	i
[104] CC(C)N1CCN(Cc2cn[nH]c2C2CCCCC2)CC1CCO (stereo unspecified)
  -0.51	i	i
[105] CO/N=C/NC(=O)c1c(OC)ccnc1Oc1ccc(Cl)cc1
  -0.46	i	i
[106] CCN(CC(=O)N1CCOCC1)S(=O)(=O)c1ccc2ccccc2c1
  -0.92	i	i
[107] COc1ccc(NC(=O)c2cc(C)cc(C)c2)cc1[N+](=O)[O-]
  1.5	i	i
[108] COc1ccc(Cl)cc1/C=C/c1ccc2cccc(O)c2n1
  0.02	i	i
[109] Cn1c(=O)c2c([nH]c(=S)n2Cc2ccc(Cl)cc2)n(C)c1=O
  0.75	i	i
